Bioassay records (PubChem)
RGS7-Gao: RGS7-Galphao binding modulators, primary screen, biochemical, multiplexed bead flow cytometry; Guanine nucleotide-binding protein G(o) subunit alpha (Homo sapiens), P09471; actives lie on both sides; binding response (% of control), % at 10 µM; 220,000 tested, 0.35% active; AID 1439, 2008; in the data active = binding response below about 49% or above about 150%; inconclusive = no clear call, values can overlap the other calls; inactive = in between;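 note: fluorescent Galphao held in activated GDP-AlF4 state binding bead-coupled RGS7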
Target sequence (P09471 whole entry, looked up): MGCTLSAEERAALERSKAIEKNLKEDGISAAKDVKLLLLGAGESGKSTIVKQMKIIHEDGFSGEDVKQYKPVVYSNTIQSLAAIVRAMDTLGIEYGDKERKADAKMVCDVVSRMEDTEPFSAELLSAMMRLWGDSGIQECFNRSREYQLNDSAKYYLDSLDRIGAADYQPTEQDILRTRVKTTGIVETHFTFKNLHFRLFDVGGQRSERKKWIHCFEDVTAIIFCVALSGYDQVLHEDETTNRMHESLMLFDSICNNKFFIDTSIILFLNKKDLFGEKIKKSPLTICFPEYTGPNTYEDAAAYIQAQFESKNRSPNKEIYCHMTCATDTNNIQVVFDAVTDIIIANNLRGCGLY
RGS8-Gao: RGS8-Galphao binding modulators, primary screen, biochemical, multiplexed bead flow cytometry; actives lie on both sides; AID 1423, 2008; 220,000 tested, 0.34% active; response (percent of control binding), % at 10 µM; Guanine nucleotide-binding protein G(o) subunit alpha (Homo sapiens), P09471; in the data active = response below about 60% or above about 140%; inactive = in between;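 note: Galphao activated as the GDP aluminium fluoride complex binding bead-coupled RGS8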
RGS4-Gao reg: modulators of RGS4 binding to Galphao, primary screen, biochemical, multiplexed bead flow cytometry | Guanine nucleotide-binding protein G(o) subunit alpha (Homo sapiens), P09471 | actives lie on both sides | binding response (% of control), % at 10 µM | 220,000 tested, 0.33% active; in the data active = binding response below about 49% or above about 150%; inactive = in between;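 note: fluorescent Galphao activated with aluminum fluoride binding bead-coupled RGS4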
Starred values were filed as active, the others as inactive; ? = inconclusive; & = joins results of further samples.

Order of results – RGS4-Gao reg, RGS8-Gao, RGS7-Gao
COc1cccc(SCC(=O)N2CCN(c3ccccc3)CC2)c1
 : 103, 104, ?
NC(=O)CC(NC(=O)Cc1cccc2ccccc12)c1ccc(NCc2ccc(F)c(F)c2)c([N+](=O)[O-])c1 (stereo not drawn)
 : 103, 101, ?
NC(=O)C1CCN(C(=O)/C=C/c2ccccc2[N+](=O)[O-])CC1
 : 99, 101, ?
CC1CC(=O)Nc2ccccc2N1C(=O)Nc1ccccc1 (stereo not drawn)
 : 103, 98, ?
CCOC(=O)/C(=C/C1=CC(=C/N(C)C)/C(=O)O1)C(C)=O
 : 95, 97, ?
O=C(Cn1nnc(-c2ccc(NC(=O)c3ccccc3F)cc2)n1)NCc1ccc(F)cc1
 : 107, 101, ?
COc1ccc(CCNC2=NCCS2)cc1OC
 : 97, 98, ?
CC(=O)Nc1ccc(/C=N/NS(=O)(=O)c2cc(C)ccc2C)cc1
 : 107, 103, ?
COc1cccc(/C=N/n2cnc3c(cnn3-c3ccccc3)c2=O)c1
 : 112, 102, ?
O=C(Nc1ccc(Cl)cc1Cl)c1csc(-c2cccnc2)n1
 : 95, 100, ?
c1ccc(-c2ccc(CN3C[C@@H]4C(c5ccccc5)C5(c6cccnc6)CC4(C5)[C@H]3c3ccccc3)cc2)cc1 (stereo partly drawn)
 : 106, 103, ?
Cc1noc(C)c1C(=O)N1CCC(C(=O)c2ccccc2)CC1
 : 96, 100, ?
O=C1CCC/C(=N/NC(=O)c2cc(NS(=O)(=O)c3cccs3)cc(NS(=O)(=O)c3cccs3)c2)C1
 : 101, 100, ?
O=C(NC(=O)c1cc(OCC(F)(F)F)ccc1OCC(F)(F)F)Nc1ccccc1
 : 101, 103, ?
O=S(=O)(c1ccccc1)N1CCCC1c1cccs1 (stereo not drawn)
 : 88, 93, ?
Cc1cc(C)c2cc(C(=O)Nc3ccc4c(c3)OCO4)[nH]c2c1
 : 103, 105, ?
COc1ccccc1OCC(=O)O/N=C(\N)c1ccccn1
 : 104, 103, ?
OCCCNc1nc(-c2ccccc2)nc2c1oc1ccccc12
 : 113, 104, ?
CC(c1ccccc1)n1c(-c2cccs2)nc2c(c(=O)c3ccccc3n2C)c1=O (stereo not drawn)
 : 98, 98, ?
Nc1nc2ccc([N+](=O)[O-])cc2[nH]1
 : 112, 111, ?
COc1ccc(-c2noc(C3CCCN(C(=O)c4ccccc4)C3)n2)cc1 (stereo not drawn)
 : 96, 99, ?
O=[N+]([O-])c1cccc(/C=C/c2nc[nH]c2[N+](=O)[O-])c1
 : 111, 110, ?
CCOC(=O)c1nnsc1N
 : 92, 95, ?
CC(C)C1Cc2c(sc3c2c(=O)n(-c2ccccc2)c2n[nH]c(=S)n32)CO1 (stereo not drawn)
 : 99, 100, ?
N/C(=N\OC(=O)c1ccc(Cl)cc1)c1[nH]ncc1Br
 : 101, 100, ?
Cn1nc(C(F)(F)F)cc1-c1ccc(/C=C(\C#N)C(=O)c2cccc(C(F)(F)F)c2)s1
 : 92, 99, ?
CC1(C)CC2(CCO1)C(Nc1ccccc1)=NC(=S)N2CC(N)=O (stereo not drawn)
 : 106, 103, ?
COc1ccccc1C(=O)N/N=C(\C)CC(=O)Nc1ccc(Cl)cn1
 : 101, 104, ?
CCOC(=O)c1ccc(NC(=S)NCc2ccco2)cc1
 : 87, 99, ?
CC(CO)(CO)NC(=O)c1ccc(=O)[nH]n1
 : 100, 100, ?

Following part:
Order of results – RGS4-Gao reg, RGS8-Gao, RGS7-Gao
CC1(C)C2CCC1(CS(=O)(=O)Nc1cccc(S(N)(=O)=O)c1)C(=O)C2 (stereo not drawn)
 : 105, 102, ?
CC1CCc2c(sc(NC(=S)NC(=O)c3ccccc3)c2C#N)C1 (stereo not drawn)
 : 101, 99, ?
Cc1cccc(CN2CCN(CC(C)C)C(CCO)C2)n1 (stereo not drawn)
 : 101, 99, ?
Cc1cc(C(=O)NC2CCCCC2)on1
 : 90, 96, ?
COC(=O)N/N=C/c1cn(Cc2ccc(F)cc2)c2ccccc12
 : 101, 101, ?
CC1CCN(CC(=O)Nc2ccc(S(=O)(=O)NC3CC3)cc2)CC1
 : 102, 99, ?
O=C1CC(c2ccccc2)Oc2cc(O)cc(O)c21 (stereo not drawn)
 : 96, 98, ?
COc1ccc(Cn2c(C(C)C)nc3sc4ccccc4c(=O)c3c2=O)cc1
 : 103, 98, ?
Cc1cc(C)n(S(=O)(=O)c2ccccc2)n1
 : 92, 99, ?
O=C(NCc1ccc(Cl)cc1)c1csc(-c2cccnc2)n1
 : 97, 102, ?
CC(C)(C)NC(=S)NNC(=O)[C@H]1C[C@@H]1c1ccccc1
 : 82, 86, ?
O=C(O)c1ccc(NCc2nc3ccccc3n2Cc2ccccc2)cc1
 : 115, 103, ?
CC1c2ccsc2CCN1C(=O)NC(=O)c1ccc(Cl)cc1 (stereo not drawn)
 : 105, 99, ?
COC(=O)CCCC1=CC2=CC(=O)C(C)(OC(=O)c3cccs3)C(=O)C2=CN1Cc1ccccc1 (stereo not drawn)
 : 100, 101, ?
Cc1ccc(-c2nc3c(c(=O)[nH]c(=O)n3Cc3ccccc3)n2C)s1
 : 106, 103, ?
CC1CC(=O)NN=C1c1cccs1 (stereo not drawn)
 : 100, 98, ?
N#C/C(=C\c1ccc(C#N)cc1)C(=O)c1ccccc1
 : 97, 94, ?
Cc1cccc(OCC(=O)O/N=C(\N)c2ccc(Br)cc2)c1
 : 101, 101, ?
O=C(O)Cc1ccc(NC(=S)Nc2ccc(Br)cc2Cl)cc1
 : 106, 103, ?
Cc1ccc(S(=O)(=O)N/N=C/c2cc(Br)ccc2O)cc1
 : 102, 98, ?
Cc1nc(-c2nc(C(=O)NNS(C)(=O)=O)cs2)cs1
 : 101, 101, ?
Cc1ccc(OCC(=O)N/N=C/c2ccncc2)cc1C
 : 94, 103, ?
Cc1ccc(S(=O)(=O)N2CCN(CC(=O)N/N=C\c3ccccn3)CC2)cc1
 : 103, 100, ?
COC(=O)[C@]12C(=O)C(C)=C(O)[C@@]1(C)C(C)=CC1[C@@]34CC[C@@H](OC(C)=O)C(C)(C)C3C(C[C@]12C)OC4=O (stereo partly drawn)
 : 99, 99, ?
CSc1ccccc1NC(=O)CN1c2ccccc2CC1C (stereo not drawn)
 : 102, 101, ?
C=C(C)C(=O)Nc1cccc(C2=NOC3(C2)C[C@H](C(N)=O)N(C(=O)CC#N)C3)c1 (stereo partly drawn)
 : 98, 105, ?
Cc1ccc(C(C(=O)NC2CCCC2)N(Cc2ccc3c(c2)OCO3)C(=O)c2snc(C(N)=O)c2N)cc1 (stereo not drawn)
 : 102, 102, ?
Cc1cc(C)n2nc(C(=O)N/N=C/c3ccccc3C)nc2n1
 : 90, 102, ?
COc1cccc(/C=N/NC(=O)Cn2cnc3c2c(=O)n(C)c(=O)n3C)c1
 : 101, 102, ?
CC1CC(=O)Nc2cc([N+](=O)[O-])ccc2N1 (stereo not drawn)
 : 102, 102, ?

Among those listed so far, these contain a furan ring, fused or not:
Order of results – RGS4-Gao reg, RGS8-Gao, RGS7-Gao
OCCCNc1nc(-c2ccccc2)nc2c1oc1ccccc12
 : 113, 104, ?
CCOC(=O)c1ccc(NC(=S)NCc2ccco2)cc1
 : 87, 99, ?

Following part
Order of results – RGS4-Gao reg, RGS8-Gao, RGS7-Gao
COc1ccc(S(=O)(=O)N2CCC[C@H]2C(=O)NCc2ccc(Cl)cc2)cc1
 : 115, 106, ?
O=C(Nc1cccc2ccccc12)C(=O)C1C(=O)Nc2ccccc21 (stereo not drawn)
 : 92, 95, ?
Cc1cc(=O)[nH]c(SCC(=O)Nc2ccc(C)c(S(=O)(=O)N3CCCCC3)c2)n1
 : 95, 97, ?
Cc1onc(-c2ccccc2)c1CNS(=O)(=O)c1cccc(Br)c1
 : 100, 102, ?
Clc1ccc(/C=C/c2nc(Cl)c(-c3ccc(Cl)cc3)c(Cl)n2)cc1
 : 103, 100, ?
Cc1ccc2nc(-c3ccc4c(c3)OCCO4)cn2c1
 : 104, 101, ?
CN(C)/C=C1\N=C(c2cccnc2Oc2ccc(Cl)cc2)OC1=O
 : 102, 99, ?
Cc1cc2c(C)cc(=O)[nH]c2cc1NC(=O)CCl
 : 107, 103, ?
CCOC(=O)C(=NCC1CCCO1)NNc1ccccc1Cl (stereo not drawn)
 : 98, 102, ?
C=C1C(C(=O)Nc2ccccc2)C1C(=O)Nc1ccccc1 (stereo not drawn)
 : 105, 105, ?
O=[N+]([O-])c1cc(F)c2cccnc2c1O
 : 90, 95, ?
CCN(CC)C1=C(Cl)C(=O)C(Cl)C12OCCO2 (stereo not drawn)
 : 103, 101, ?
N/C(=N\OC(=O)CCn1cccc(C(F)(F)F)c1=O)c1ccc(OC(F)(F)F)cc1
 : 102, 103, ?
Clc1nc2ccccc2nc1-c1ccccc1
 : 101, 103, ?
COc1ccc(C2/C=C\CN(S(=O)(=O)/C=C/c3ccccc3)CC(=O)N2Cc2ccc(F)cc2)cc1 (stereo not drawn)
 : 102, 101, ?
O=C(NNC(=O)c1cc(-c2ccco2)nc2ccccc12)c1ccccc1
 : 100, 100, ?
O=C(O)CCCn1c(O)c(C=C2N=c3ccccc3=N2)sc1=S
 : 103, 102, ?
S=C(NCCN1CCOCC1)NC1CCCCC1
 : 78, 100, ?
CC(O)Cc1cn(CC(=O)N2CCNCC2)nn1 (stereo not drawn)
 : 91, 94, ?
COc1ccc(C)cc1S(=O)(=O)N1CCCCCC1
 : 102, 102, ?
N/C(Cc1nc2ccccc2s1)=N\O
 : 105, 102, ?
Cn1cnnc1Sc1ccc(/C=C(\CC(=O)O)c2nc3ccccc3s2)cc1[N+](=O)[O-]
 : 96, 100, ?
CCOP1(=O)OCC2OC(n3cnc4c(N)ncnc43)C(O)C2O1 (stereo not drawn)
 : 102, 102, ?
CSCC[C@H](NC(=O)OC(C)(C)C)C(=O)N/N=C/c1cccc2cccnc12
 : 110, 102, ?
C/C(=N\O)C(C)(C)Nc1ccc(F)cc1
 : 106, 104, ?
COc1ccc(NC(=O)NCCCN2CCC(Cc3ccccc3)CC2)cc1
 : 99, 104, ?
COc1ccc(/C=N/NC(=O)c2cccnc2)cc1COc1ccc(NC(C)=O)cc1
 : 105, 98, ?
Cn1ncc(SCc2ccccc2)c(Cl)c1=O
 : 104, 102, ?
O=C(NC(=S)Nc1ccc2oc(=O)ccc2c1)c1ccco1
 : 98, 103, ?
COc1ccc(CCNC(=O)COC(=O)Cn2cnc3ccccc3c2=O)cc1
 : 92, 97, ?

Full records as entered above. Order of screens: RGS4-Gao reg	RGS8-Gao	RGS7-Gao
`CCOC(=O)C(=NCC1CCCO1)NNc1ccccc1Cl` (stereo not drawn) is listed with 98	102	?
`S=C(NCCN1CCOCC1)NC1CCCCC1` is listed with 78	100	?
`C/C(=N\O)C(C)(C)Nc1ccc(F)cc1` is listed with 106	104	?
`N/C(=N\OC(=O)CCn1cccc(C(F)(F)F)c1=O)c1ccc(OC(F)(F)F)cc1` is listed with 102	103	?
`CN(C)/C=C1\N=C(c2cccnc2Oc2ccc(Cl)cc2)OC1=O` is listed with 102	99	?

Following part
Order of results – RGS4-Gao reg, RGS8-Gao, RGS7-Gao
CCN(CC(=O)NC(C)(C)C)C(=O)COc1c(Cl)cc(Cl)c2ccc(C)nc12
 : 101, 100, ?
O=C(/C=C/c1ccc(Br)o1)Nc1nnc(C2CC2)s1
 : 87, 92, ?
Cc1cc(SCC(=O)c2ccc(O)c(O)c2)n2nc(C)c(-c3ccccc3)c2n1
 : 81, 84, ?
CCN(CC)S(=O)(=O)c1ccc(N=Nc2c(N)[nH]c(=O)[nH]c2=O)cc1
 : 99, 102, ?
Fc1cccc(CCN2C(=S)NC[C@@H]2CC2CCCCC2)c1
 : 106, 102, ?
COc1cc(C2NC(=O)C(C#N)=C(Nc3cccc(C)c3)S2)ccc1O (stereo not drawn)
 : 102&99, 100&99, ?
C#CC(C)(C)NC(=O)c1ccc(-c2ccccc2F)cc1
 : 99, 99, ?
Cc1ccccc1C(=O)Nc1nnc(CC(=O)N/N=C/c2cn(Cc3ccccc3)c3ccccc23)s1
 : 96, 101, ?
Cc1[nH]c(=O)[nH]c(=O)c1/C=N/NC(=O)CCNC(=O)OC(C)(C)C
 : 102, 99, ?
C/C(=N\NC(=S)NCC(C)(C)C)c1cc(F)cc(F)c1O
 : 94, 98, ?
CNC(=O)COc1ccc(S(=O)(=O)Nc2ccc(C)cc2)cc1
 : 106, 102, ?
O=C(N/N=C/c1ccccc1[N+](=O)[O-])c1cnccn1
 : 107, 101, ?
COc1ccc(C(=O)Nc2cccc(/C=C(\CCC(=O)O)c3nc4ccccc4s3)c2)cc1
 : 95, 99, ?
COc1ccc(/C=C\c2onc(C)c2S(=O)(=O)N2CCC(C(=O)NCc3ccco3)CC2)cc1
 : 99, 100, ?
CC(c1nc2ccccc2c(=O)[nH]1)N(C)CCOc1ccc(Cl)cc1 (stereo not drawn)
 : 101, 102, ?

An excerpt (hit frequency here may not be typical).
